Assay outcomes (PubChem BioAssay)
Luciferase inh = qHTS Assay for Inhibitors of Firefly Luciferase; purified firefly luciferase, luminescence, 8 min; Potency, µM (titrated, usually from 57.1 µM), for the others: top-dose activity change, negative = inhibition, most hits filed as inhibitors; 2.2% of 72,000 active; AID 411, 2009; also: potency is read from the fitted curve at half-maximal effect; % is scaled to controls: 0 for no effect and ±100 for the full control effect; nearly all actives have a fitted effect of over 40% in size
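qHTS concentration-response profiling: light output of P. pyralis luciferase with luciferin and 10 uM ATP, imidazole buffer pH 7.2. Read by luminescence after 8-min room-temperature incubation.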
BRCT inh red = qHTS Assay for Inhibitors of BRCT-Phosphoprotein Interaction (Red Fluorophore); BRCT-phosphopeptide binding, red fluorescence polarization; Breast cancer type 1 susceptibility protein (Homo sapiens), P38398; 0.03% of 75,000 active; Potency, µM (series often up to 76.9 µM), without a hit: at the top dose activity change, negative = inhibition, usual class: inhibitors; AID 892, 2007; also: % is scaled to controls: 0 for no effect and ±100 for the full control effect
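Fluorescence polarization: 100 nM His-tagged BRCA1 BRCT with 100 nM TAMRA-labelled phospho-BACH1 decapeptide, phosphate buffer pH 7.3 with 150 mM NaCl, DTT, 0.01% Tween 20; 12 min RT. Binding inhibition seen as FP decrease.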
BRCT inh green = qHTS Assay for Inhibitors of BRCT-Phosphoprotein Interaction (Green Fluorophore). Potency, µM (series often up to 76.9 µM), without a hit: at the highest dose activity change, negative = inhibition, usual class: inhibitors. AID 875, 2007. BRCA1 BRCT-phosphopeptide binding, green fluorescence polarization. 0.05% of 75,000 active. Breast cancer type 1 susceptibility protein (Homo sapiens), P38398;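 also: potency is read from the fitted curve at half-maximal effect; plate controls were peptide without protein for full effect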
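Fluorescence polarization: His-tagged BRCT (~35 kDa BRCA1 C-terminus, 250 nM) bound to 100 nM fluorescein-labeled phosphorylated 10-aa BACH1 peptide, pH 7.3 phosphate buffer with DTT and Tween 20. Compounds incubated 12 min at room temperature; inhibition read as lowered polarization.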
Caspase-1 inhib = qHTS Assay for Allosteric/Competitive Inhibitors of Caspase-1; P29466; Caspase-1 enzyme, Ac-WEHD-AFC fluorogenic rate; Potency, µM (titrated, usually from 57.5 µM), for inactives: top-dose activity change, negative = inhibition, hits mostly inhibitors; 0.03% of 75,000 active;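 also: potency is read from the fitted curve at half-maximal effect; plate controls were vehicle for no effect and no substrate for full effect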
Caspase-7 inhib = qHTS Assay for Allosteric/Competitive Inhibitors of Caspase-7; P55210; 0.02% of 75,000 active; Potency, µM (series often up to 57.5 µM), for inactives: top-dose activity change, negative = inhibition, usual class: inhibitors; AID 889, 2007; recombinant caspase-7, Ac-DEVD-AFC fluorescence rate; active = well fitted inhibition curve with a large enough effect in the main read-out, with a control signal flat, not every such curve was filed as active; inconclusive = small, poorly fitted or top-dose-only effect, or a change in a side signal; also: potency is read from the fitted curve at half-maximal effect; % of control where 0% means no effect
CRE-bla Fsk = Cell signaling CRE-BLA (Fsk stim). Potency, µM (doses to about 38.2 µM), for the others: at the top dose activity change, negative = inhibition, actives largely listed as activators. CHO CRE-bla reporter (cAMP response element driving beta-lactamase), forskolin EC10, beta-lactamase ratio. AID 662, 2007. 2.5% of 71,000 active; active = well fitted activation curve with a large enough effect in the signal ratio, with a control signal flat, not every such curve was filed as active; inconclusive = small, poorly fitted or top-dose-only effect, or effect the other way, or a change in a side signal; the % refers to the signal ratio; also: potency is read from the fitted curve at half-maximal effect; % of control where 0% means no effect
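Using CellSensor CRE-bla CHO cells in Opti-MEM with 0.5% dialyzed FBS, compounds were titrated with EC10 NKH 477 for 3 h at 37 °C. CCF4 ratio (460/530 nm) gave %Activity; AC50 derived.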
Tau fil binding = qHTS Assay for Tau Filament Binding; Microtubule-associated protein tau (Homo sapiens), P10636; recombinant tau filaments, thioflavin S fluorescence, 15 h; filaments grown with octadecylsulfate alongside compound; Potency, µM (series often up to 57.1 µM), for inactives: at the highest dose activity change, negative = inhibition; 2% of 71,000 active;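 also: potency is read from the fitted curve at half-maximal effect; % is scaled to controls: 0 for no effect and ±100 for the full control effect; actives lower thioflavin S fluorescence by blocking filaments or displacing dye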
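Tau 2 uM in ThS buffer dispensed; compound added; 60 uM ODS added (finals 1 uM tau, 30 uM ODS); 15 h 37 C; fluor ex450/em510.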
USP2a inhib = qHTS Assay for Inhibitors of Ubiquitin-specific Protease USP2a; Ubiquitin carboxyl-terminal hydrolase 2 (Homo sapiens), O75604; USP2a enzymatic assay, qHTS inhibition; Potency, µM (doses to about 38.3 µM), without a hit: at the highest dose activity change, negative = inhibition, actives largely listed as inhibitors; 0.1% of 60,000 active; AID 927, 2007;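 also: potency is read from the fitted curve at half-maximal effect; nearly all actives have a fitted effect of over 60% in size; plate controls were DMSO for no effect and NEM full inhibition control for full effect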
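20 nM USP2 core + cpd, 30 min RT; add 20 nM Ub-PLA2/20 uM NBD C6-HPC; read Ex460/Em535 at 0 h and 2.5 h. Normalized to NEM; qHTS curve fit/classification.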
HEK293 cAMP ctrl = qHTS Assay for Agonists of the Thyroid Stimulating Hormone Receptor: Activators of Intracellular cAMP Concentrations in Parental HEK 293; parental HEK293 CNG cAMP sensor, membrane potential fluorescence; Potency, µM (highest dose often 57.1 µM), for inactives: top-dose activation, actives largely listed as activators; 2.5% of 73,000 active; also: potency is read from the fitted curve at half-maximal effect; % of control where 0% means no effect; nearly all actives have a fitted effect of over 55% in size
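Counterscreen for endogenous-receptor signalling: CNG-channel HEK 293 cells report cAMP rise by membrane depolarization. After 60 min dye equilibration with 100 uM RO 20-1724, compounds incubated 30 min before bottom-read fluorescence at 590 nm.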
A350 fluor = qHTS Assay for Spectroscopic Profiling in A350 Spectral Region | Compound autofluorescence, 340/450 nm, Alexa 350 dye-equivalents; active compounds read high | max dye-equivalent concentration, M | 11% of 59,000 active | AID 590, 2007; in the data active = max dye-equivalent concentration above about 10 nM; inconclusive = mostly about 1.1 nM to 9.6 nM
ERK AVP inh = qHTS Assay for Inhibitors of the ERK Signaling Pathway using a Homogeneous Screening Assay. HEK293-V1b, vasopressin-stimulated pERK AlphaScreen. 0.99% of 72,000 active. Potency, µM (series often up to 57.5 µM), inactives show at the top dose activity, negative = inhibition, usual class: inhibitors; also: potency is read from the fitted curve at half-maximal effect; % is scaled to controls: 0 for no effect and ±100 for the full control effect; nearly all actives have a fitted effect of over 55% in size
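Phosphorylated ERK1/2 detected via AlphaScreen bead proximity in lysates of V1b-expressing HEK293 cells given 25 nM vasopressin for 5 min after 30 min compound exposure (37 °C). AC50 from Hill equation; basal DMSO 0%, vasopressin 100%.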
The depositor's hits bear a star; i = inactive; ? = inconclusive; / = not tested or not shown; & = joins results of further samples; [ ] = another dose, or the depositor's remark. Unless noted, calls follow the shape of the dose curve; as a rule, active = well fitted curve in the direction sought with a large enough effect; inconclusive = small, poorly fitted or top-dose-only effect, or another doubt; inactive = no such curve, though single readings can be large; an effect the other way counts as inactive or inconclusive.

SMILES	Luciferase inh	BRCT inh red	BRCT inh green	Caspase-1 inhib	Caspase-7 inhib	CRE-bla Fsk	Tau fil binding	USP2a inhib	HEK293 cAMP ctrl	A350 fluor	ERK AVP inh
CC12COC3(C(=O)Nc4ccc(Cl)cn4)CC1CCC32C (stereo unspecified)	2%	1.8%	-1.0%	-1%	-1%	11%	-15%	-1%	14%	/	3%
COc1cccc(C(=O)NC2CCSC2=O)c1 (stereo unspecified)	-1%	-1.2%	0.5%	-1%	2%	-3%	2%	/	-2%	i	-9%
Cc1cc(C)cc(N(CC(=O)N2CCN(c3ccccc3)CC2)S(=O)(=O)c2c(C)noc2C)c1	1%	-0.2%	-3.6%	-2%	-5%	0%	-12%	/	16%	/	-6%
COc1ccc(OC)c(NC2c3ncccc3C(=O)N2Cc2ccco2)c1 (stereo unspecified)	-3%	0.6%	-2.6%	3%	-1%	-25%	-29%	-11%	2%	i	-28%
CCC(=O)N1CCc2cc(Br)cc(S(=O)(=O)N3CCN(c4ccccn4)CC3)c21	1%	0.9%	-2.7%	0%	-2%	1%	-9%	4%	2%	i	-1%
CCS(=O)(=O)NCc1cn2c(C)csc2n1	1%	1.1%	-1.8%	1%	-2%	-5%	-16%	0%	20%	i	-17%
CCn1c(SCC(=O)NCC(=O)Nc2ccc(F)cc2)nnc1-c1cccs1	1%	-2.1%	0.3%	0%	2%	-6%	-11%	0%	12%	i	2%
CCN(CC)CCNC(=O)NC1CCCCC1	0%	0.2%	-0.3%	0%	-3%	?	2%[11.4 µM]	-3%[7.66 µM]	-3%[11.4 µM]	/	-9%
COC(=O)COC(=O)c1ccc(-n2nnnc2SC)cc1	1%	0.3%	-1.1%	-2%	1%	1%	4%	-2%	-64%[inhibitor]	?	-3%
CCOC(=O)N1CCC(n2c(SCC(=O)NCCC3=CCCCC3)nc3ccccc3c2=O)CC1	2%	1.6%	0.5%	-3%	-8%	1%	-8%	7%	6.3µM*	?	2%
CSc1nc(-c2ccco2)nn1S(C)(=O)=O	4%	0.0%	0.0%	1%	1%	9%	-2%	-3%	5%	i	-21%
CCCN(CCC(=O)Nc1cc(OC)cc(OC)c1)CC1CC1	-2%	-1.4%	-0.8%	-2%	-2%	-11%	?	10%	8%	i	-3%
CCCCNC(=O)Nc1ccnn1C1CCCCC1	0%	0.5%	-4.4%	-1%	1%	13%	-16%	7%	24%	i	3%
NCCCCNS(=O)(=O)c1ccc2c(Cl)cccc2c1	4%	0.5%	7.9%	-2%	-1%	-17%	-4%	/	20%	/	17%
CC(Oc1ccc(Cl)cc1)C(=O)Nc1nccs1 (stereo unspecified)	-1%	1.4%	-3.6%	3%	1%	-13%	-9%	2%	-4%	/	-8%
O=C(Cn1c(=O)sc2ccccc21)Nc1ccccc1C(=O)O	-1%	-0.5%	0.3%	0%	0%	-3%	3%	-2%	2%	i	3%
Cc1ccnc(Sc2nc3c(c(=O)[nH]c(=O)n3C)n2CCCc2ccccc2)n1	1%	-1.2%	1.3%	-2%	2%	?	7%	14%	8%	i	-22%
O=C(O)CCC(=O)NCc1ccc2[nH]c3c(c2c1)CCCC3	2%	-2.3%	-1.2%	-11%	-19%	-4%	127%	/	0%	/	/
CC1=C(C(N)=O)C(c2ccccc2)n2nc(-c3cccs3)nc2N1 (stereo unspecified)	-3%	1.9%	-1.0%	0%	-1%	6%	1%	/	-1%	/	2%
CSc1ccc(-c2c(C#N)c(N)nc3c2CCCC3)cc1	-20%	-1.6%	-5.8%	-5%	-1%	?	-23%	?	15%	i	4%
COc1ccc(OC)c(NC(=O)C2CCN(c3nc(C)cc(C)n3)CC2)c1	-30%	-1.7%	-2.2%	0%	1%	0%	2%	1%	-15%	i	2%
CN(C)CCC=C1c2ccccc2C=Cc2ccccc21	1%[11.4 µM]	0.9%[15.4 µM]	0.0%[15.4 µM]	1%[11.5 µM]	1%[11.5 µM]	-3%[7.6 µM]	-12%[11.4 µM]	-4%	22%[11.4 µM]	?	9%[11.5 µM]
O=C(COc1ncnc2ccccc12)N1CCN(S(=O)(=O)c2ccccc2)CC1	0%	-0.6%	-0.7%	1%	8%	1%	-3%	-4%	1%	?	6%
Cc1cc(C(=O)Nc2ccccn2)cs1	13µM*	-0.6%	-0.6%	-1%	1%	-7%	-7%	-5%	4%	i	-18%
CC(C)N(Cc1ccccc1)C(=O)c1cnc2n(c1=O)CCS2	-3%	-0.8%	-1.7%	-3%	3%	?	-4%	/	8%	/	/

Remaining list, next part.
SMILES	Luciferase inh	BRCT inh red	BRCT inh green	Caspase-1 inhib	Caspase-7 inhib	CRE-bla Fsk	Tau fil binding	USP2a inhib	HEK293 cAMP ctrl	A350 fluor	ERK AVP inh
CCOC(=O)c1ccc(N2C(=O)C(C)=C(C)C2=O)cc1	0%	1.5%	1.2%	1%	-2%	-5%	-9%	-1%	1%	i	1%
O=C1c2ccccc2C(=O)N1Cc1ccco1	1%	0.7%	-2.6%	1%	-1%	5%	0%	0%	3%	i	-10%
CC1(C)C2CC[C@@]1(C)C(=O)C2	/	0.3%	-2.4%[3.08 µM]	2%	0%	/	/	-11%	/	/	1%
O=C(Nc1ccc2nc(-c3cccnc3)[nH]c2c1)c1ccco1	16µM*	0.3%	-1.5%	1%	-1%	?	52%	/	0%	/	-14%
Cc1c(NC(=O)c2cccc(F)c2)c(=O)n(-c2ccccc2)n1C	2%	0.7%	1.4%	-1%	-1%	17%	32%	8%	?	i	-5%
COc1ccc(N2C(=O)C3CCCN3C2c2ccccc2)cc1 (stereo unspecified)	1%	0.9%	-0.5%	-1%	2%	-4%	-6%	/	-7%	/	-8%
CCCCNC(=O)CCSc1nc2nc(C)cc(C)n2n1	1%	-0.2%	-3.7%	-2%	0%	28%	-9%	7%	3%	i	-20%
CS(=O)(=O)N(CC(=O)N1CCCC1)c1cccc(Cl)c1Cl	2%	-0.1%	0.9%	0%	-1%	-21%[7.6 µM]	0%[11.4 µM]	0%[7.66 µM]	-2%[11.4 µM]	/	-11%
CN1CCN(c2ncnc3ccc(-c4ccccc4Cl)cc23)CC1	-1%[2.29 µM]	-3.1%	17%	-4%	0%	?	3%	74%[activator]	?	i	?
N#CC(CC(=O)O)=C(c1ccccc1)c1ccccc1	4%[11.4 µM]	-2.2%[15.4 µM]	-2.3%[15.4 µM]	-2%[11.5 µM]	1%[11.5 µM]	8%[7.6 µM]	-14%[11.4 µM]	/	18%[11.4 µM]	i	-11%[11.5 µM]
CCn1c(SCC(=O)c2ccc3c(c2)OCCO3)nnc1-c1ccco1	16µM*	-0.5%	1.4%	0%	-2%	-7%	18%	7%	19%	i	-25%
CC1=CC(C)(C)N(C(=O)CSc2nccn2C)c2cc(C)ccc21	0%	0.5%	3.4%	-1%	-1%	22%	4%	7%	?	/	?
O=C(Cn1c(=O)n(-c2ccc(F)cc2)c(=O)c2sccc21)N1CCCC1	-2%	-1.1%	-2.2%	2%	-1%	?	16%	-7%	6%	i	2%
CC(C)N(CCC(=O)c1ccc2ccccc2c1)Cc1ccccc1	-1%&-3%	0.6%&0.9%	-3.6%&-1.1%	0%&4%	-1%&0%	?	-3%&-5%	-6%	11%&-1%	1.3e-08M*	32µM*
Cc1cc2cc(CN(Cc3nnnn3C3CCCCC3)CC3CCCO3)c(=O)[nH]c2cc1C (stereo unspecified)	1%	-0.3%	1.9%	-9%	-8%	-13%	4%	23%	?	1.1e-08M*	-23%
N=C1CCC[C@@H]1C(=S)SCCC(N)=O	1%[11.4 µM]	-0.9%[15.4 µM]	-3.0%[15.4 µM]	-3%[11.5 µM]	0%[11.5 µM]	-5%[7.6 µM]	7%[11.4 µM]	/	2%[11.4 µM]	i	-12%[11.5 µM]
CCN(CC)P(=O)(/C(Cl)=C\Nc1c(C)n(C)n(-c2ccccc2)c1=O)N(CC)CC	2%	-0.3%	0.8%	-3%	0%	16%	-13%	11%	10%	i	-9%
c1ccc(-c2oc3ncnc(NCCCn4ccnc4)c3c2-c2ccccc2)cc1	0%	-0.4%	6.2%	-7%	2%	?	220%	50%[activator]	?	?	25µM*
CCc1ccccc1S(=O)(=O)Cc1ccc(C(=O)NCc2ccc3c(c2)OCO3)o1	5%	-0.3%	8.1%	-4%	-8%	-18%	-12%	/	16%	/	-2%
